TR SRC2 fluor cs: Total Fluorescence Counterscreen for Inhibitors of the Interaction of Thyroid Hormone Receptor and Steroid Receptor Coregulator 2; TRb/SRC2 Texas Red total fluorescence interference; Potency, µM (highest dose often 106 µM), inactives show at the top dose fluorescence change, negative = quenching; hit rate 0.29% among 280,000; AID 1479, 2009; active means well fitted curve in either direction with a large enough effect; inconclusive means small, poorly fitted or top-dose-only effect
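Flags fluorescent or light-absorbing compounds by total fluorescence, S + 2P, at 555 nm excitation and 632 nm emission. Mixture: 20 nM Texas Red SRC2 peptide, 0.6 uM human TRb LBD, 1 uM T3, 5% DMSO; compound exposure 5 h at ambient temperature.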
Tau ThT inhib: qHTS for Inhibitors of Tau Fibril Formation, Thioflavin T Binding; Potency, µM (titrated, usually from 57.4 µM), inactives show at the highest dose activity, negative = inhibition, usual class: inhibitors; AID 1460, 2008; recombinant tau K18 P301L (four-repeat tau fragment), heparin-induced fibrillization, ThT fluorescence; hit rate 2.1% among 270,000; Microtubule-associated protein tau (Homo sapiens), P10636; further: nearly all actives have a fitted effect of over 55% in size
Target sequence (P10636 561-689 P618L limits assumed): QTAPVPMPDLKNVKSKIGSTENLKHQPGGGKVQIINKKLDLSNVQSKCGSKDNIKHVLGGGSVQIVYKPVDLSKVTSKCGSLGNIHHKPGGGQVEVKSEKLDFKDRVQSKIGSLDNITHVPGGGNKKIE
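Aggregation was driven by heparin (20 uM final) acting on recombinant tau […] bearing P301L in 100 mM sodium acetate pH 7; fibrils were detected with Thioflavin T.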
L3MBTL1 inh: qHTS Assay for the Inhibitors of L3MBTL1; Lethal(3)malignant brain tumor-like protein 1 (Homo sapiens), Q9Y468; AlphaScreen L3MBTL1–H3K9me1 peptide binding; Potency, µM (titrated, usually from 57.1 µM), for inactives: top-dose activity, negative = inhibition, usual class: inhibitors; hit rate 0.66% among 230,000; AID 485360, 2010; further: nearly all actives have a fitted effect of over 60% in size
Target sequence (Q9Y468 whole entry, looked up): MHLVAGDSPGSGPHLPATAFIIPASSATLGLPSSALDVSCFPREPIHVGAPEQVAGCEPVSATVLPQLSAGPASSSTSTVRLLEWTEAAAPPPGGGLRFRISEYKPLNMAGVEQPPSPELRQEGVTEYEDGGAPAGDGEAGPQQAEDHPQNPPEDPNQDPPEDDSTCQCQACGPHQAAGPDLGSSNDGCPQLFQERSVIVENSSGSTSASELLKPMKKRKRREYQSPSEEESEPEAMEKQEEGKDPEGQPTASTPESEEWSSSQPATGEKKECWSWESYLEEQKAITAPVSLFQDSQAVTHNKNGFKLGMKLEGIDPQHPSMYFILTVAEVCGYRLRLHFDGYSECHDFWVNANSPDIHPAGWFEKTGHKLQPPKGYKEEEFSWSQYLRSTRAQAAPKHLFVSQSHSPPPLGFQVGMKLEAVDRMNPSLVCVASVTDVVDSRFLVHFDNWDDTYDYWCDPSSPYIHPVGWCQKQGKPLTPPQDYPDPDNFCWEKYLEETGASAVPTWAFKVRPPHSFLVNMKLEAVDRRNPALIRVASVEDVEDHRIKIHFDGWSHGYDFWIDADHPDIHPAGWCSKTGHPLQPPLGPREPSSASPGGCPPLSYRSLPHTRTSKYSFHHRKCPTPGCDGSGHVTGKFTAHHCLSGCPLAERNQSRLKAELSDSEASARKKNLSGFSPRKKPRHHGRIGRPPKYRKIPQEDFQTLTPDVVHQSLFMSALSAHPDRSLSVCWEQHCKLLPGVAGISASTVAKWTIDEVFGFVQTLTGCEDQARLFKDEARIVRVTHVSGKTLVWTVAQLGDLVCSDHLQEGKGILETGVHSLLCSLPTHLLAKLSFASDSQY
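Displacement of a biotinylated histone H3(1-15) peptide monomethylated at Lys9 (75 nM) from L3MBTL1 (50 nM) was measured by AlphaScreen after a 30 min room-temperature compound incubation; cefsulodin titration served as intraplate control.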
Tau fibril FP: qHTS for Inhibitors of Tau Fibril Formation, Fluorescence Polarization. Microtubule-associated protein tau (Homo sapiens), P10636. K18 P301L tau heparin fibrillization, Alexa594 FP, 6 h. Potency, µM (titrated, usually from 57.7 µM), for inactives: at the highest dose activity, negative = inhibition, actives largely listed as inhibitors. hit rate 0.39% among 280,000. AID 1468, 2008; further: nearly all actives have a fitted effect of over 55% in size
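Human tau K18 […] P301L fragment, 15 uM unlabeled plus 0.24 uM Alexa 594-labeled tau (final), with compound and 20 uM heparin in 100 mM sodium acetate pH 7; 6 hr at 37 C, then Alexa 594 FP read.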
KDM4E inh: qHTS Assay for Inhibitors of Human Jumonji Domain Containing 2E (JMJD2E). JMJD2E catalytic domain, FDH-coupled NADH fluorescence (FDH is formaldehyde dehydrogenase). hit rate 1.6% among 230,000. Potency, µM (highest dose often 57.1 µM), for the others: top-dose activity change, negative = inhibition, actives largely listed as inhibitors; active means well fitted inhibition curve with a large enough effect, not every such curve was filed as active; inconclusive means small, poorly fitted or top-dose-only effect, or another doubt; inactive means no such curve, though single readings can be large or run the other way;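 further: 0% = wells with enzyme and -100% = buffer wells without enzyme; nearly all actives have a fitted effect of over 50% in size; many of its hits are not listed in these tables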
RECQ1 inh: qHTS Assay for Inhibitors of RecQ-Like Dna Helicase 1 (RECQ1) | ATP-dependent DNA helicase Q1 (Homo sapiens), P46063 | RECQ1 DNA unwinding, red fluorescence kinetic read | Potency, µM (titrated, usually from 57.3 µM), for inactives: at the top dose activity, negative = inhibition, usual class: inhibitors | hit rate 0.54% among 240,000;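 further: plate controls were vehicle for no effect and no enzyme for full effect; nearly all actives have a fitted effect of over 30% in size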
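50 nM RECQ1T1 preincubated 15 min with compound in Tris pH 8.0 buffer with MgCl2, DTT, Tween-20 and 2.5 ug/ml poly(dI-dC); started with 200 nM TAMRA/BHQ-2 forked duplex and 2 mM ATP. Unwinding read as fluorescence (525/598 nm), two reads 2 h apart.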
RGS12 GoLoco inh: qHTS Assay for Inhibitors of RGS12 GoLoco Motif Activity (Red Fluorophore); AID 880, 2007; Gai1:RGS12 GoLoco peptide FP, rhodamine, 10 min; hit rate 0.44% among 230,000; Potency, µM (top dose mostly 61.6 µM), for inactives: top-dose activity, negative = inhibition, actives largely listed as inhibitors; Guanine nucleotide-binding protein G(i) subunit alpha-1 (Homo sapiens), P63096; active means well fitted inhibition curve with a large enough effect, not every such curve was filed as active; inactive means no such curve, though single readings can be large or run the other way; further: nearly all actives have a fitted effect of over 30% in size; many of its hits are not listed in these tables
TRb-SRC2 inh: qHTS for Inhibitors of the Interaction of Thyroid Hormone Receptor and Steroid Receptor Coregulator 2 | Thyroid hormone receptor beta (Homo sapiens), P10828 | TRbeta-SRC2 peptide binding, fluorescence polarization; receptor liganded with 1 µM T3 | Potency, µM (highest dose often 106 µM), for inactives: at the top dose activity change, negative = inhibition, most hits filed as inhibitors | hit rate 0.065% among 280,000 | AID 1469, 2008;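 further: plate controls were bound peptide for no effect and peptide without receptor for full effect; nearly all actives have a fitted effect of over 50% in size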
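Fluorescence polarization of 20 nM Texas Red SRC2 peptide (20-aa NR interaction domain) bound to 0.6 uM human TRb ligand-binding domain, with 1 uM T3, after 5 hr at ambient temperature; inhibition seen as decreased polarization.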
* hit, by the source's call; i = inactive; ? = inconclusive; · = not tested or not shown; [ ] = dose if it differs, or a comment. Unless noted, the call rests on the fitted dose curve; in most records, active means well fitted curve in the direction sought with a large enough effect; inconclusive means small, poorly fitted or top-dose-only effect, or another doubt; inactive means no such curve, though single readings can be large; an effect the other way counts as inactive or inconclusive. Unless noted, on the % scale 0 is the no-effect control and ±100 the full control effect; potency means the concentration at half of the fitted maximal effect.

| molecule | TR SRC2 fluor cs | Tau ThT inhib | L3MBTL1 inh | Tau fibril FP | KDM4E inh | RECQ1 inh | RGS12 GoLoco inh | TRb-SRC2 inh |
| --- | --- | --- | --- | --- | --- | --- | --- | --- |
| O=C(COc1ccc(N2CC(C(=O)O)CC2=O)cc1)Nc1cccc(C(F)(F)F)c1 (stereo unspecified) | -0.1% | 1.5% | · | -6.4% | -1.1% | i | 2.9% | -1.5% |
| COc1ccc(CCN2C(=O)CC(N3CCN(C/C=C/c4ccccc4)CC3)C2=O)cc1OC (stereo unspecified) | -0.1% | · | · | -7.3% | 3.6% | -3.6% | -0.2% | -2.7% |
| COc1c(F)c(F)c(C(=O)O)c(Nc2cccc(C)c2)c1F | -1.3% | -12.3% | · | 10.3% | -1.3% | 2.6% | 1.5% | 1.8% |
| COc1ccc(-c2c3c(=O)n(C)c(=O)n(C)c3c3n2-c2ccccc2NC3c2ccc(O)cc2O)cc1 (stereo unspecified) | -1.9% | ? | · | -0.9% | · | · | · | -7.9% |
| Cc1cc2c(cc1NS(=O)(=O)c1ccc(Br)cc1)n(C)c(=O)c(=O)n2C | 2239µM*[quencher] | -7.3% | · | -3.4% | · | · | · | -20.6% |
| C=CCNC(=O)c1onc(CSc2ccccn2)c1C(=O)NCC=C | -2.3% | -0.7% | · | 4.6% | 5.1% | i | 7.0% | -3.5% |
| CC1(C)CC(=O)c2cnc3c(C#N)cnn3c2C1 | 1.3% | 6.4% | 12.5% | -6.8% | ? | i | -9.0% | -4.8% |
| COC(=O)c1ccc(N=Cc2c(-c3ccccc3)[nH][nH]c2=O)cc1 | -2.2% | -13.1% | -5.6% | -2.2% | -1.8% | -0.3% | -2.4% | -7.6% |
| CCc1sc(C(C2C(=O)CC(C)(C)CC2=O)C2C(=O)CC(C)(C)CC2=O)cc1[N+](=O)[O-] | -0.8% | ? | -1.2% | -0.7% | -18.5% | 3.16µM* | 5.6% | -3.4% |
| CCOC(=O)c1c(C)c(-c2ccccc2)n(CC(=O)NC2CCCCCC2)c1C | 2.4% | 2.9% | · | 8.6% | · | · | · | -8.0% |
| Cc1ccc(NC(=O)COC(=O)c2cc(Cl)ccc2Cl)c(Br)c1 | 1.2% | 0.7% | 4.2% | -2.6% | -2.2% | 8.2% | -1.2% | -3.0% |
| Clc1ccc(C2CC(c3cccs3)n3ncnc3N2)c(Cl)c1 (stereo unspecified) | -6.3% | -10.1% | 0.0% | -6.6% | 10.2% | -4.5% | -2.3% | 1.9% |
| S=C1Cc2ccccc2N1 | -12.7% | 0.708µM* | -9.5% | ? | ? | ? | -36.4% | ? |
| Cc1cccc(NC(=O)c2c(O)c3cccc4c3n(c2=O)CCC4)n1 | 1.0% | -5.6% | 7.8% | -8.8% | -0.7% | 3.8% | 4.1% | 6.3% |
| Cn1c(Cn2c(=O)sc3ccccc32)nnc1SCC(=O)Nc1ccc(Cl)cc1 | -9.6% | 2.0% | -0.1% | -2.1% | 4.9% | -7.8% | 2.2% | 6.0% |
| COc1ccc(-n2c(SCC(=O)N3CCCCC3C)nnc2-c2cccnc2)cc1 (stereo unspecified) | 5.3% | -12.0% | -0.4% | 4.9% | ? | -1.4% | 5.6% | ? |
| COC(=O)CN1C(CN2CCOCC2)=Nc2ccc(Br)cc2C1c1ccccc1 (stereo unspecified) | -1.2% | -11.7% | 2.1% | 10.6% | -7.8% | -13.3% | 8.8% | -6.8% |
| Cn1c(SCC(=O)N2CCOCC2)ncc(C(=O)Nc2ccccc2)c1=O | 0.1% | ? | · | -7.0% | · | · | · | 2.6% |
| Cc1oc2cc(O)cc(C)c2c(=O)c1-c1cnn(-c2ccccc2)c1 | 0.9% | ? | 21.2% | ? | -2.2% | -2.8% | -3.1% | 0.5% |
| Cc1ccc(C)c(Nc2nn3c(=O)c4cc5c(cc4nc3s2)OCO5)c1 | -0.8% | -12.4% | · | ? | · | · | · | -4.9% |
| Cc1nn(C)c(C(=O)NNC(=S)NC2CCCCC2)c1Cl | -3.3% | -5.4% | -2.1% | -0.7% | 1.1% | -0.3% | 12.0% | 3.0% |
| CS(=O)(=O)c1cccc(-c2nnc(NC(=O)c3ccc4c(c3)OCCO4)o2)c1 | -1.7% | -8.6% | · | 1.0% | · | · | · | -1.5% |
| O=C1CN(C(=O)COc2ccccc2)C(c2ccc(F)cc2)c2cc(Br)ccc2N1 (stereo unspecified) | -1.8% | -5.1% | · | -3.9% | · | · | · | 6.3% |
| Fc1ccc([C@@H]2Nc3ccccc3[C@@H]3C=CC[C@@H]32)cc1 | 1.1% | ? | · | -3.8% | · | · | · | 3.8% |
| O=C(O)COc1ccc(S(=O)(=O)c2ccc(OCC(=O)O)cc2)cc1 | -3.0% | -2.0% | · | -5.0% | 1.4% | -10.0% | -7.2% | 7.3% |
| COC(=O)c1ccc(NC(=O)C23CC4CC(C2)CC(n2cnc(Cl)n2)(C4)C3)cc1 | -10.2% | 3.6% | ? | 1.3% | 0.7% | -14.6% | -2.8% | 0.6% |
| O=C(COC(=O)c1ccc[nH]c1=O)NC1CCCCCC1 | -1.9% | -1.1% | 3.9% | 0.5% | ? | -5.2% | -3.1% | -1.3% |
| O=c1cc(-c2ccc(O)c(O)c2)oc2cc(O[C@@H]3O[C@H](CO)[C@@H](O)[C@H](O)[C@H]3O)cc(O)c12 | -3.5% | · | 3.98µM* | · | · | -17.6% | · | -2.3% |
| C=CCOC(=O)C(C#N)c1nc2ccccc2nc1N1CCCC1 (stereo unspecified) | -3.8% | ? | · | 8.8% | ? | -4.6% | 18.2% | 5.3% |
| CCSc1nnc(NC(=O)C2CC2c2ccccc2)s1 (stereo unspecified) | 0.7% | 0.1% | 2.5% | 3.2% | 1.9% | i | -6.3% | 1.8% |
| COc1ccc(C(=O)/C=C/c2ccc(N3CCCCC3)c([N+](=O)[O-])c2)cc1 | -0.6% | 7.94µM* | ? | 11.6% | -2.9% | -6.4% | -0.2% | -6.8% |
| N#Cc1c(-c2ccco2)nc(SCC(=O)Nc2ccc(S(N)(=O)=O)cc2)[nH]c1=O | -2.2% | -7.3% | · | -1.5% | -3.9% | i | 9.0% | -0.8% |
| COCCN=C1Sc2nc3cc4c(cc3cc2CN1CC1CCCO1)OCO4 (stereo unspecified) | -1.2%[53 µM] | 1.3% | 13.7% | 1.7% | -3.7% | i | 10.8% | -9.9%[53 µM] |
| COc1cccc(NC(=O)CCCn2c(=O)c3cccn3c3cccnc32)c1 | -2.0% | -8.1% | · | -5.5% | · | · | · | 0.3% |
| O=C(NCc1ccccn1)C(=O)NN=C1CCCCCCCCCCC1 | -2.2% | -3.3% | 1.1% | 4.3% | 66.6%[activator] | i | 14.8% | -0.4% |
| CC(=O)N1CCCc2cc(S(=O)(=O)N3CCC(C(=O)Nc4cccc(Cl)c4C)CC3)ccc21 | 2.2% | 3.5% | · | -0.7% | · | · | · | -3.4% |
| CCOC(=O)Cc1csc(NC(=O)CS(=O)(=O)Cc2ccccc2)n1 | 4.5% | -8.3% | 7.3% | 1.5% | -2.3% | -3.9% | 4.9% | -5.7% |
| CCOC(=O)[C@H](CCc1ccccc1)N[C@@H](C)C(=O)N1[C@H](C(=O)O)C[C@H]2CCCC[C@@H]21 | -3.2% | -2.4% | · | 9.7% | -2.4% | i | 0.3% | 2.4% |
| COc1ccc(OC)c(NC(=O)Cc2c(C(=O)O)n(C)c3ccc(C)cc23)c1 | -2.5% | ? | · | 2.0% | · | · | · | -1.6% |
| O=C(N/N=C/c1ccc(-c2cccc([N+](=O)[O-])c2)o1)[C@H]1C[C@@H]1c1ccccc1 | 1.0% | ? | 1.4% | -3.0% | 11.7% | -0.6% | 10.5% | -2.1% |

Quoted at random: three entries already listed.
| molecule | TR SRC2 fluor cs | Tau ThT inhib | L3MBTL1 inh | Tau fibril FP | KDM4E inh | RECQ1 inh | RGS12 GoLoco inh | TRb-SRC2 inh |
| --- | --- | --- | --- | --- | --- | --- | --- | --- |
| Cc1nn(C)c(C(=O)NNC(=S)NC2CCCCC2)c1Cl | -3.3% | -5.4% | -2.1% | -0.7% | 1.1% | -0.3% | 12.0% | 3.0% |
| Fc1ccc([C@@H]2Nc3ccccc3[C@@H]3C=CC[C@@H]32)cc1 | 1.1% | ? | · | -3.8% | · | · | · | 3.8% |
| CCOC(=O)Cc1csc(NC(=O)CS(=O)(=O)Cc2ccccc2)n1 | 4.5% | -8.3% | 7.3% | 1.5% | -2.3% | -3.9% | 4.9% | -5.7% |

Other structures:
| molecule | TR SRC2 fluor cs | Tau ThT inhib | L3MBTL1 inh | Tau fibril FP | KDM4E inh | RECQ1 inh | RGS12 GoLoco inh | TRb-SRC2 inh |
| --- | --- | --- | --- | --- | --- | --- | --- | --- |
| Cc1oc(S(=O)(=O)N2CCCCC2)cc1NC(=O)Nc1ccccc1 | -4.6% | · | · | -15.7% | 2.8% | -5.8% | 9.7% | -3.4% |
| CC1(C(=O)Nc2nnc(C(C)(C)C)s2)Cc2ccccc2C(=O)O1 (stereo unspecified) | -1.6% | 8.6% | 8.6% | 1.2% | 3.8% | i | 6.2% | -4.2% |
| CC1CC(C)(C)Nc2ccc(OC(=O)c3ccco3)cc21 (stereo unspecified) | 0.3% | -18.7% | ? | 9.5% | 9.1% | -7.4% | -4.6% | -6.9% |
| CN(C)c1ccc(C2(c3ccc(N(C)C)cc3)OC(=O)c3cc(N(C)C)ccc32)cc1 | -1.9% | · | · | · | · | -2.8% | -5.3% | 1.7% |
| CCOc1ccc(NC(=O)c2ccc(NC(=O)CSc3nc4ccccc4c(=O)[nH]3)cc2)cc1 | -1.1% | -16.1% | 9.5% | -19.4% | 8.1% | 10.1% | 21.7% | -0.3% |

Bioassay records as filed in PubChem.

The list is partial; rates above refer to the full screens.
